Bioassay records as filed in PubChem BioAssay.
12-LOX inh: ALOX12 (human) lipoxygenase inhibition; purified 12hLO, xylenol orange hydroperoxide absorbance; Potency, µM (top dose mostly 108 µM), inactives show at the top dose activity change, negative = inhibition, usual class: inhibitors; hit rate 1.1% among 580,000; active means well fitted inhibition curve with a large enough effect; inconclusive means small, poorly fitted or top-dose-only effect, or another doubt; inactive means no such curve, though single readings can be large or run the other way
Target sequence (P18054 whole entry, looked up): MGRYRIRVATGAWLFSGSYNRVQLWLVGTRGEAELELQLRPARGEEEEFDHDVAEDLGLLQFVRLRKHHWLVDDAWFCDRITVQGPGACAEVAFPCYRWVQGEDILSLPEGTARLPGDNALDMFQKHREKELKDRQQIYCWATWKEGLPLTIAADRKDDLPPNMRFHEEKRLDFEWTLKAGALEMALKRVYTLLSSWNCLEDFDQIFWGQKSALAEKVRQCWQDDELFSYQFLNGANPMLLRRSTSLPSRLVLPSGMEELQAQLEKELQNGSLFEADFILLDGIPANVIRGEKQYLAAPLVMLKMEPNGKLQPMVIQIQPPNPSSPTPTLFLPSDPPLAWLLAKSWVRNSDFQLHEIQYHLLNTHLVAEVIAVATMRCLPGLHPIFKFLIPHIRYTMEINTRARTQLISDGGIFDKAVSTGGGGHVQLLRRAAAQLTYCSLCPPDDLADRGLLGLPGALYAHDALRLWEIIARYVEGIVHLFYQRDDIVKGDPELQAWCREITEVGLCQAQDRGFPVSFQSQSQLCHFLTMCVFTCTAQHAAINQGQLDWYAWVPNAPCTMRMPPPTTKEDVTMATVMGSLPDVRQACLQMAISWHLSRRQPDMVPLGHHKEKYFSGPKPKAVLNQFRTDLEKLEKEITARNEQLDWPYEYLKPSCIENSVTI
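Purified human 12hLO (150 nM final) in 25 mM Hepes, 0.01% Triton X-100, pH 7.0 was preincubated 15 min at room temperature with compound. Then 40 uM arachidonic acid was added, 30 min. Hydroperoxide was read by Fe-XO absorbance ratio 573/405 nm.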
The depositor's hits bear a star; u = inconclusive; & = joins results of further samples; [ ] = dose if it differs, or a comment. On the % scale 0 is the no-effect control and ±100 the full control effect; potency means the concentration at half of the fitted maximal effect. These rows are one share of the data; count on the stated rates, not on these rows.

SMILES	12-LOX inh
CCN(C(=O)c1nn(Cc2ccccc2)c(=O)c2ccccc12)C(C)C	u
CCCc1nn(-c2ccccc2)c(=O)n1CC(=O)N(C)Cc1cnn(C)c1C	-1%
Cc1ccccc1CSC1=NS(=O)(=O)c2ccccc2N1Cc1ccccc1	-28%
O=C(CCc1cc(Cl)no1)Nc1ccc2oc(-c3ccc(F)cc3)cc(=O)c2c1	u
CN(C)C[C@@H]1CN(Cc2cccnc2)C[C@H]1NC(=O)Cc1ccsc1	114%[activator]
O=C(OCCOc1ccc(Cl)cc1)c1ccccc1C(=O)c1ccc(Cl)cc1	u
CN(C)C[C@@H]1CN(C)C[C@H]1NC(=O)c1ccc(F)cc1F	63%[activator]
COCCN1CC(C(=O)N(C)Cc2cc(Cl)ccc2OC)CCC1=O (stereo unspecified)	9%
CCCCCCCCN1C(=O)[C@H](CC(=O)N2CCSCC2)C[C@@]2(C(=O)OC)CC(C)(C)CC=C12	u
O=C(O)c1ccnc(-c2ccnc(NCCN3CCCCC3CO)n2)c1 (stereo unspecified)	98%

2 records picked at random from those above:
SMILES	12-LOX inh
CN(C)C[C@@H]1CN(Cc2cccnc2)C[C@H]1NC(=O)Cc1ccsc1	114%[activator]
O=C(OCCOc1ccc(Cl)cc1)c1ccccc1C(=O)c1ccc(Cl)cc1	u

Continuation:
SMILES	12-LOX inh
Cc1cc(S(=O)(=O)Nc2c(NC3CCCC3)c3ccccc3oc2=O)ccc1F	10%
C[C@H]1CCCN1C(=O)c1nnc(COc2ccccc2F)n1-c1ccccc1	19%[176 µM]
CC1CCCN(C(=O)Cc2cccn2-c2ccc(F)cc2)C1 (stereo unspecified)	3%
Cc1nc(-c2c3n(c(=O)n(CC(=O)Nc4cccc(C(C)C)c4)c2=O)CCCCC3)no1	-4%
Cc1ccc(NC(=O)C2CC3CCC2C3)c(C)c1 (stereo unspecified)	u
COc1cc(Cl)c(C)cc1NC(=O)CN1C(=O)NC(c2ccc(Cl)cc2)C2=C1COC2=O (stereo unspecified)	u
COc1ccccc1Cn1c(C(C)NC(=O)OCc2ccccc2)nc2cccnc21 (stereo unspecified)	6%
O=C1CO[C@H]2CCN(Cc3ccc4[nH]ccc4c3)CC[C@@H]2N1Cc1ccc(O)cc1	u
COc1cccc(-c2ccc3ncnc(NCc4ccccc4)c3c2)c1	-17%
Cc1onc(-c2cnn(C)c2NCc2ccc(C#N)cc2)c1C(=O)N1CCCC1	-15%[176 µM]

5 compounds from above, arranged by their value in 12-LOX inh, high to low.
SMILES | 12-LOX inh
Cc1cc(S(=O)(=O)Nc2c(NC3CCCC3)c3ccccc3oc2=O)ccc1F | 10%
COc1ccccc1Cn1c(C(C)NC(=O)OCc2ccccc2)nc2cccnc21 (stereo unspecified) | 6%
CC1CCCN(C(=O)Cc2cccn2-c2ccc(F)cc2)C1 (stereo unspecified) | 3%
Cc1nc(-c2c3n(c(=O)n(CC(=O)Nc4cccc(C(C)C)c4)c2=O)CCCCC3)no1 | -4%
COc1cccc(-c2ccc3ncnc(NCc4ccccc4)c3c2)c1 | -17%

Exported with the structure last: two of the compounds above
12-LOX inh | SMILES
19%[176 µM] | C[C@H]1CCCN1C(=O)c1nnc(COc2ccccc2F)n1-c1ccccc1
3% | CC1CCCN(C(=O)Cc2cccn2-c2ccc(F)cc2)C1 (stereo unspecified)

The list continues.
SMILES	12-LOX inh
COc1ccc(C(C(=O)NCc2ccccc2)n2c(=O)c(-c3ccccc3)nc3ccccc32)cc1 (stereo unspecified)	-4%
COc1cc(Cl)ccc1-c1nc(C2CC(=O)N(C3CCCCC3)C2)no1 (stereo unspecified)	3%
Cn1nc(C(=O)N2CCC(OCCOc3ccccc3)CC2)c2ccccc21	26%
Cc1ccc(NS(=O)(=O)c2ccc(C(=O)NCC(c3ccccc3)N(C)C)cc2)cc1 (stereo unspecified)	u
N#Cc1cccc(C(=O)N2C[C@@H](Oc3cccnc3)C[C@H]2C(=O)N2CCOCC2)c1	12%
CC(C)C(=O)N1CCCCCC1c1nnc(-c2ccccc2)o1 (stereo unspecified)	17%
COc1ccc(CN(C)Cc2ccc(F)cc2)cc1	46%[activator][176 µM]
CO[C@@]1(C)C[C@@H](O)C12CCN(C(=O)C1(c3ccccc3F)CC1)CC2	2%
FC(F)Oc1ccccc1CN(CC1CCN(C2CCCC2)CC1)CC1CCCO1 (stereo unspecified)	21%
CCCC(=O)N1N=C(c2cccc(NS(C)(=O)=O)c2)CC1c1cccc(F)c1 (stereo unspecified)	u
CC(C)Cn1cnc2c1c(=O)n(CC(=O)NCC(F)(F)F)c(=O)n2Cc1ccccc1	4%
CN1C[C@H](NC(=O)C2CCOCC2)CCC[C@@H](C(=O)NC2CC2)CC1=O	42%[activator][176 µM]
COc1cc(/C=C/c2cc(C(=O)O)c3ccccc3n2)ccc1OCCC(C)C	-30%
COC[C@]1(O)CCN(C(=O)c2ccc3c(c2)CCC3)CC1(C)C	48%
Cn1cccc1CN1C[C@@H](CO)[C@H](c2ccncc2)C1	179%[activator]
COc1cccc(-c2cn3c(n2)N(C(=O)c2cccs2)CCC3)c1	45%[activator]
CN(C)c1cccc(C(=O)N2CCNc3cnc(Nc4ccc(N5CCOCC5)cc4)nc3C2)c1	2%
COc1ccc(CCNC(=O)c2nnn3c2COC(c2ccc(C)cc2)C3)cc1OC (stereo unspecified)	35%[activator]
CCOc1ccccc1NC(=O)N1CCC(c2cc(-c3cccc(OC)c3)n[nH]2)CC1	6%
COc1ccc(NC(=O)CCc2cc3ccccc3[nH]c2=O)cc1OC	41%[activator]
CC(C)C(=O)N1Cc2ccccc2CC2(CCCN(CC3CCOCC3)C2)C1 (stereo unspecified)	8%[12.5 µM]
Cc1cc(N2CCN(C(=O)OC(C)(C)C)C[C@H]2C)ccc1N1CCS(=O)(=O)CC1	-40%
CCc1cn[nH]c1C1CCCN(C(=O)c2cccnc2SC)C1 (stereo unspecified)	55%[activator]
O=C1NC2(CCN(C(=O)c3ccccc3)C2)N=C1c1ccncc1 (stereo unspecified)	38%[176 µM]
COCCCNC(=O)c1cc(-c2ccc(C)c(C)c2)nc2ccccc12	11%
O=C(CCC1CCCC1)NCCC1CCN(C(=O)Nc2cccc(F)c2)CC1	3%
Cn1c(=O)[nH]c(=O)c2c1nc(N1CCN(Cc3c(F)cccc3Cl)CC1)n2Cc1ccccc1	-26%
COc1ccc(Nc2ccc3c(n2)CN(Cc2ccc(F)cc2)C(=O)CO3)cn1	5%[176 µM]
C=CCC1(C(=O)O)CCCN(C(=O)c2cn(CCN)nn2)C1 (stereo unspecified)	u
O=C(N[C@H]1CCOC[C@H]1C1CCOCC1)c1ccccc1-c1ccccc1	35%
COc1ccc(CN2CCOc3nc(-c4ccc(F)cc4F)ncc3C2=O)cc1	0%[176 µM]
CCn1nc(C)c(-c2cc(C(=O)NCC3Cn4cccc4CN3C)no2)c1C (stereo unspecified)	42%
COc1cccc(C2C(C(=O)Nc3ccccc3)=C(C)N=C3SC=C(CC(=O)NCC(C)C)N32)c1 (stereo unspecified)	11%
COc1ccccc1-c1sc2ccccc2c1-c1cnc(N2CCOCC2)nc1	16%
COCCCNC(=S)NNC(=O)CSCc1ccccc1	-1%
O=C(CCCCCCCC(=O)N/N=C/c1ccc(Cl)cc1)N/N=C/c1ccc(Cl)cc1	40%[activator]
O=C(NC1CCN(c2cc(C(F)(F)F)ncn2)CC1)c1cccc(Cl)c1	25%
CC(C)NC(=O)c1cc(-c2cccc(C(F)(F)F)c2)c2nncn2n1	5%[6.33 µM]
COc1ccc(OC)c(NS(=O)(=O)c2ccc(-c3cnc(C)o3)cc2)c1	4%
O=C(c1ccccc1)N1CCC(Oc2cccc(F)c2)(C(=O)O)CC1	33%
O=C(CSC1=NC2(CCCCC2)N=C1c1cccs1)NCc1ccc(Cl)cc1	-22%
COc1cccc(C(=O)C(=O)N2CCN(C(=O)OCc3ccccc3)CC2)c1	u
COc1ccc(CNC(=O)C(C)C)cc1	-43%
CC(C)C(=O)Nc1ccc2c(C(C(=O)O)N3CCN(C=O)CC3)c[nH]c2c1 (stereo unspecified)	u
Cc1oc(-c2ccccc2)nc1CN1CCNC(=O)C1	-10%
Cc1ccccc1CC(=O)N1CC(C(=O)NCCc2ccncc2)C2(CCOCC2)C1 (stereo unspecified)	62%[activator]
O=C(CCc1ncc(-c2ccccc2)o1)N1CCN(C(=O)C2CC2)CC1	6%
CCCn1cc(C(=O)CSc2nnc(C)s2)c2ccccc21	u
O=C(NCc1cccs1)C1CCN(c2nccn3nc(-c4ccccc4)cc23)CC1	-5%
Cc1ccccc1-c1nn(-c2ccc(F)cc2F)cc1CN1CCCC1CCO (stereo unspecified)	39%[activator]

An excerpt from above in order of count of non-hydrogen atoms, lowest first.
SMILES	12-LOX inh
Cc1oc(-c2ccccc2)nc1CN1CCNC(=O)C1	-10%
Cc1ccccc1-c1nn(-c2ccc(F)cc2F)cc1CN1CCCC1CCO (stereo unspecified)	39%[activator]
Cc1ccccc1CC(=O)N1CC(C(=O)NCCc2ccncc2)C2(CCOCC2)C1 (stereo unspecified)	62%[activator]

Carrying on.
SMILES	12-LOX inh
Cc1ccc(CNC(=O)N2C[C@@H](Oc3cccnc3)C[C@H]2C(=O)N2CCCC2)cc1	9%
CN1CCCCCC(O)c2cc(C(=O)NCCCN3CCCC3=O)ccc21 (stereo unspecified)	35%[activator]
Cc1ccccc1C1(CC(=O)N2CCCC2c2nccs2)CC(=O)N(C2CCCC2)C1=O (stereo unspecified)	-4%
Cc1ccsc1C(=O)N1CCN(c2cc(-c3cccs3)[nH]n2)CC1	4%
Cc1noc(C)c1CN1CCN(C(=O)c2cc(C3CC3)nn2-c2ccccc2)CC1	u
Cc1ccc(F)c(C(=O)N[C@H]2CCOC[C@H]2C2CCOCC2)c1Cl	75%[activator]
COc1cc(/C=N/O)c(Br)c(Br)c1O	-6%
COc1cccc(C(=O)Nc2oc3ccccc3c(=O)c2-c2ccc3c(c2)OCO3)c1	u
Cc1cc(NC(=O)N2CCCC(Cn3cnc4cccnc43)C2)ccc1Br (stereo unspecified)	3%
CC(C)[C@H](NC(=O)OC(C)(C)C)c1cc(C(=O)NCCc2c[nH]c3ccccc23)c(N)s1	-47%
CCc1ccc(C(=O)NC2CCN(c3cc(-c4cccs4)[nH]n3)C2)cc1 (stereo unspecified)	-9%
CCOc1ccccc1NC(=O)C(C)Nc1ccc2c(c1)CCN2C(C)=O (stereo unspecified)	4%
Clc1ccc(CN2CCC3(CC2)CC(c2ccccc2)=NO3)cc1	u
Cc1ccc(C)c(-c2csc(NC(=O)c3ccccc3SCc3noc(C)n3)n2)c1	-23%
c1coc(-c2noc(CN3CCCC3c3nc(-c4ccncc4)no3)n2)c1 (stereo unspecified)	10%
Cn1cc(S(=O)(=O)N2CCCC(C(=O)Nc3ccn(Cc4ccc(Cl)cc4)n3)C2)cn1 (stereo unspecified)	-29%
Fc1ccccc1CSc1nnc(-c2c[nH]c3ccccc23)n1C1CC1	u
CC(=O)N1CCN(C[C@@H]2C=C(C)[C@H](Cc3nnc(-c4cccnc4)o3)C[C@H]2C(C)C)CC1	u
COc1ccc(N2CCN(C(=O)CC3CCCCN(C)C3=O)CC2)cc1 (stereo unspecified)	27%
N#Cc1nc(-c2ccc(S(=O)(=O)N3CCCC3)cc2)oc1NCCN1CCOCC1	11%
Cc1cc(C)cc(C(=O)NCc2ccco2)c1	13%
C=C(C)C1CC=C(C)/C(=N/NC(=O)Nc2ccccc2)C1 (stereo unspecified)	5%&-20%
O=C(NCc1ccncc1)[C@@H]1C[C@@H](c2ccc(F)cc2)N(CCOc2ccccc2)C1	26%[176 µM]
CC(C)c1cc(C(=O)N2CC[C@@](O)(C3CCOCC3)[C@H](C)C2)no1	45%[activator]
COC(=O)N1CCc2nc(C(C)C)nc(-c3ccc(OC)cc3)c2CC1	13%
COc1cccc(-c2ncc3c(n2)OCCN(c2cccc(C(F)(F)F)c2)C3=O)c1	0%[176 µM]
F[C@@H]1CN(C2CCC2)C[C@@H]1OCc1nc2ncccc2[nH]1	76%[activator][176 µM]
CC1(C)O[C@H]2C[C@@H]3[C@H]4CCC5=CC(=O)C=C[C@]5(C)[C@@]4(F)[C@@H](O)C[C@]3(C)[C@]2(C(=O)CO)O1	-26%[57.4 µM]
CN(C)CCOc1ccc(-c2nc(-c3ccc4c(c3)CCC4=NO)c(-c3ccncc3)[nH]2)cc1	u
Cc1cc(NCCN2CCNC2=O)n2nc(C)cc2n1	63%[activator]
O=C(CN1CCOCC1)N[C@@H]1CCOC[C@H]1Oc1ccc(C(=O)O)cc1	8%
CCc1noc(-c2cccn3c(CNC(=O)c4cc(Cl)ccc4F)nnc23)n1	86%[activator]
COc1ccccc1-c1[nH]nc2ncc(CNc3ccccn3)nc12	87%[activator][176 µM]
CCOc1cc(=O)n2c(c1C(=O)NCc1ccccc1F)CCCCC2	32%
O=C(Nc1cn[nH]c1)N1CCCCC1Cc1ccccc1 (stereo unspecified)	2%
COCCn1c(=O)c(-c2cn(C)c3ccccc23)nc2cncnc21	0%
O=C(CN1CCCC(c2ccccc2)(c2ccccc2)C1)N1CCOCC1	u
CCc1ccc(/C=C(/CC(=O)O)c2nc3ccccc3s2)cc1	-6%
CCc1cccc(-n2nnnc2N2CCN(C(=O)Nc3ccc(C)c(Br)c3)CC2)c1	u
Cc1ccc2c(c1)cc(C(=O)NCCN(C)C)n2C	-29%
COCCn1c(SCC(=O)c2ccc(Cl)cc2)nnc1-c1ccc(Cl)cc1	u
COc1ccc2oc(C(=O)Nc3ccccc3OC)cc(=O)c2c1	-28%
C[C@@H]1CN([C@H](C)CO)C(=O)c2ccccc2-c2ccccc2CO[C@@H]1CN(C)C(=O)Nc1ccccc1	2%
